mABHD4 FP = ABHD4 (mouse) inhibition, primary FP screen; actives 0.54% (n = 370,000); Q8VD66; AID 720543; purified mABHD4, FP-Rh probe fluorescence polarization; inhibition, % at 8.92 µM;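 active = inhibition exceeding the mean over every tested compound plus 3 SD, cut at about 30% in these data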;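 also: 0% = plate median of compound wells and 100% = S159A mutant with DMSO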
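Test system: mABHD4 protein; Read-out basis: % inhibition; Incubation: 45 min + 60 min at 25 °C; Repeats: single replicate; Technique: fluorescence polarization with parallel and perpendicular emission, 525/598 nm; Compound: 8.92 µM, single dose; Benchmarks: full inhibition S159A mutant plus DMSO, zero as sample-well median.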
DDE Tn7 FP inh = DD(E)-Tn7 binding inhibition, primary FP screen; inhibition, % at 8.3 µM; FP displacement of FITC-Tn7 peptide from fibrin DD(E); 0% = median of compound wells per plate; P02675; actives 0.13% (n = 370,000);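 active = inhibition above the mean of compounds falling within the control limits plus 3 SD of them, cut at about 14% in these data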;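 also: 0% = plate median of compound wells and 100% = 10 µM Aha-Tn7 peptide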
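Assay system: Fibrin-DD(E) protein isolated from polymerized human fibrin clots; read-out basis: percent inhibition; medium: Tris/NaCl/CaCl2 buffer, pH 7.8; signal: FP measurement; incubation: 10 min plus 3 h, room temperature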
HTRA1 inhibitor = inhibitors of human serine peptidase HTRA1; recombinant HTRA1, FP-rhodamine activity-based probe, fluorescence polarization; inhibition, % at 5.96 µM; actives 0.5% (n = 340,000); AID 504803; in the data active = inhibition above about 36%;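 also: 0% = enzyme with DMSO and 100% = wells lacking enzyme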
TCR CD3 inh = blocks the human TCR-CD3 interaction; TAMRA-labeled TCR probe fluorescence, biochemical; inhibition, % at 9.4 µM; actives 0.37% (n = 360,000); AID 651800; in the data active = inhibition above about 19%;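 also: recombinant mutant TCR 2C K166C tagged with TAMRA read by polarization; 0% = receptor in buffer alone and 100% = receptor with positive control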
LEDGF integ inh = blocks HIV-1 LEDGF/p75-dependent DNA integration. actives 0.64% (n = 370,000). TR-FRET IN-LEDGF/p75 DNA integration, Eu/Cy5. inhibition, % at 3.7 µM;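 active = inhibition above the screen-wide mean plus 3 SD, cut at about 13% in these data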;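 also: signal is the Cy5 over europium emission ratio at 671 and 618 nm; 0% = plate median of compound wells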
TDP2 absorb = blocks human TDP2 phosphodiesterase activity. O95551. recombinant TDP2, T5PNP hydrolysis, p-nitrophenol absorbance 415 nm. inhibition, % at 12.8 µM. actives 0.34% (n = 370,000);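 active = inhibition above the mean of all tested compounds plus 3 SD, set per campaign, cut at about 25% in these data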;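 also: 0% = DMSO with enzyme and 100% = buffer with substrate but no TDP2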
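Assay system: recombinant human TDP2 / Reagent: T5PNP substrate at 5 mM, a TopII-DNA adduct mimic / Measured by: epi absorbance from released p-nitrophenol / Evaluation: % inhibition relative to enzyme-containing and enzyme-free wells / Control set: enzyme-free and DMSO wells / Replicates: each compound tested once, singlicate / Schedule: enzyme reaction with compound for 2 h at 37 °C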
UHRF1 MBD2 ctr = blocks human UHRF1 binding to methylated DNA. actives 0.75% (n = 370,000). Q96T88. UHRF1 binding to methylated oligo, TR-FRET. inhibition, % at 4.4 µM; in the data active = inhibition above about 21%;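 also: UHRF1 SRA domain binding a hemimethylated CpG hairpin DNA probe; 0% = median of test compound wells and 100% = reference inhibitor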
SIAE primary = blocks human sialic acid acetylesterase; SIAE FP-Rh probe binding, fluorescence polarization; inhibition, % at 9.66 µM; actives 0.69% (n = 370,000); AID 1053197;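 active = inhibition above a cutoff: mean of compounds within the control limits plus 3 SD of those, cut at about 17% in these data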;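 also: 0% = plate median of compound wells and 100% = probe without SIAE protein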
Target sequence (Q9HAT2 whole entry, looked up): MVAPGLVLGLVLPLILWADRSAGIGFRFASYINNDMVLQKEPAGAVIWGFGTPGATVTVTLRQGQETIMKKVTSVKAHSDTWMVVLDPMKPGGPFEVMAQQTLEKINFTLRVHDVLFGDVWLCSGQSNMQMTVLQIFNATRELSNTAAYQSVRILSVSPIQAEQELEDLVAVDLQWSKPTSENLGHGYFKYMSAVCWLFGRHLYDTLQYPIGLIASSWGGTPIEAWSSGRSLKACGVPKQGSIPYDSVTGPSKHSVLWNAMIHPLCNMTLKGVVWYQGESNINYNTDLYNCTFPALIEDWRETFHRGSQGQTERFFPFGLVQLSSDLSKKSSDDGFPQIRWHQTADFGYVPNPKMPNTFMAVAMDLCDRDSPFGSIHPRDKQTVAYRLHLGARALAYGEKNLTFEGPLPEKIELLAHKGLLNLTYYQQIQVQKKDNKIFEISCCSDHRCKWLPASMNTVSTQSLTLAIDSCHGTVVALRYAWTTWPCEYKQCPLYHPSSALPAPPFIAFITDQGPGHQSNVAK
PRMT1 inh = blocks human protein arginine methyltransferase 1; recombinant PRMT1, activity-based probe fluorescence polarization; actives 1.3% (n = 370,000); inhibition, % at 2.79 µM; AID 652257;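 active = inhibition above about 21% made by adding two undisclosed values, limit read from the data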
Target sequence (Q99873 whole entry, looked up): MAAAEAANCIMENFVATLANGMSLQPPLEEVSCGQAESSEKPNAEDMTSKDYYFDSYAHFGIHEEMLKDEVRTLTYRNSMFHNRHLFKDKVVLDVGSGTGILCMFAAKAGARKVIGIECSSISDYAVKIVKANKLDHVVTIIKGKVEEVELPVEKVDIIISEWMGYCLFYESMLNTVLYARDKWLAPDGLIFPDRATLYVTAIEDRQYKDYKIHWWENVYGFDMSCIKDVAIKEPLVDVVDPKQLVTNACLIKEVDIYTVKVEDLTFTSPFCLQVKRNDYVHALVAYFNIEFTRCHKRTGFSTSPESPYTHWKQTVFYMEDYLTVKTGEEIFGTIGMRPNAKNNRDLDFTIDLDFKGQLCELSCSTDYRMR
PG9 Ab binder = PG9 antibody binding by small molecule | actives 0.43% (n = 360,000) | inhibition, % at 6.7 µM | TR-FRET gp120-PG9 antibody binding; in the data active = inhibition above about 8.5%
Numbers without * were called inactive; x = not tested or not shown.

mABHD4 FP	DDE Tn7 FP inh	HTRA1 inhibitor	TCR CD3 inh	LEDGF integ inh	TDP2 absorb	UHRF1 MBD2 ctr	SIAE primary	PRMT1 inh	PG9 Ab binder	SMILES
1	6	5	8	-2	0	-4	5	1	-2.2	COc1ccc(NC(=O)c2cc3ccccc3o/c2=N\NS(=O)(=O)c2ccc(C)cc2)cc1
5	5	-3	4	2	1	0	5	0	0.6	S=C(NCC1CCCO1)Nc1ccccc1Cl (configuration not stated)
0	3	0	-4	-3	9	3	-2	5	0.3	COc1ccccc1CNC(=O)CCn1c(=O)sc2ccccc21
-6	1	-10	-1	-1	6	-4	3	-1	0.7	CCN(CC)c1ncnc2c1cnn2Cc1ccc(Cl)cc1
2	1	6	2	-1	-2	0	8	2	-0.3	COc1ccc(S(=O)(=O)CCC(=O)Nc2ccc(OC)cc2OC)cc1
-2	-2	5	-3	3	6	-2	-8	2	1.6	Cc1cc(C)c(S(=O)(=O)Nc2ccc[nH]c2=O)c(C)c1
-2	1	0	4	0	2	-4	-4	5	-1.4	C=CCNc1nc(-c2cccs2)c(CC(=O)O)s1
8	-3	1	1	-1	-10	3	-8	1	1.2	COc1ccc(C2CC(c3ccc(Br)cc3)Nc3nc(N)nn32)cc1 (configuration not stated)
-9	5	2	-2	3	0	2	-1	0	0.2	CCn1c(CNC(=O)C(C)(C)C)nc2ccccc21
2	-2	x	5	2	1	3	-7	-1	0.2	CC(C)c1ccc(CC(=O)N2CCC2(C)C(=O)NS(=O)(=O)c2ccc(F)cc2F)cc1 (configuration not stated)
-2	3	-3	-9	-10	-6	1	-2	5	-0.8	Cc1ccc(N2C(=O)N(CC(=O)NCc3ccccc3Cl)C(=O)C2C)cc1 (configuration not stated)
16	0	2	-1	0	2	2	2	1	0.0	Cc1c(CCOC(=O)c2cc([N+](=O)[O-])cc([N+](=O)[O-])c2)sc[n+]1CC(=O)c1ccc(Br)cc1
-9	2	-7	0	1	5	2	1	0	1.1	Cc1ccc2c(COC(=O)CC3Sc4ccccc4NC3=O)cc(=O)oc2c1C (configuration not stated)
-10	-1	-3	-9	1	-10	4	4	3	-0.6	CCOC(=O)[C@H]1[C@H]2COc3ccc(OC)cc3[C@@H]2N2C(=O)CN(C)C(=O)[C@@]12C
33*	-8	44*	21*	4	2	-7	28*	3	2.0	O=C(O)/C=C\C(=O)Nc1ccc(N2CCN(c3ccc(Cl)cc3)CC2)cc1
-4	-10	x	-1	1	5	-4	9	-2	-2.2	CCCCC[C@@H](C)N1C[C@@H](COCc2ccccc2)Oc2cc(N3CCC[C@@H]3COC)ccc2S1(=O)=O
-8	4	5	-2	-1	0	2	0	2	-0.4	CN(Cc1ccc(Cl)c(Cl)c1)C(=O)C1CC(=O)N(c2ccc3c(c2)OCCO3)C1 (configuration not stated)
4	-3	x	x	0	4	1	4	0	x	Cc1n[nH]c(C)c1S(=O)(=O)NCCc1ccccc1
1	4	4	-1	-3	4	0	11	43*	-2.3	S=c1[nH]c2cnc(Cl)nc2[nH]1
-10	0	-2	-8	2	-13	3	-3	2	1.1	COc1cc(OC)c2c(-c3ccccc3)cc(=O)oc2c1C(CC(=O)N1CCOCC1)c1ccc2c(c1)OCO2 (configuration not stated)
-3	0	-2	-1	-1	2	-4	-2	2	0.0	CCN1C(=O)CS/C1=N\S(=O)(=O)c1ccc(C)cc1
-7	-1	-19	-2	0	2	4	-21	11	0.1	COc1ccc(-c2cc(N)n(S(=O)(=O)c3c(F)c(F)c(F)c(F)c3F)n2)cc1OC
-4	0	1	0	-1	-2	1	7	-2	1.3	CCCCNC(=S)Nc1ccccc1Cc1ccccc1
11	1	-14	2	1	-3	0	-8	0	-1.0	CCOC(=O)c1c(C)oc(NC(=O)COc2ccc(Cl)cc2C)c1C#N
2	7	-7	8	-2	4	0	15	-1	-2.3	CN1C(=O)C(O)(CC(=O)c2ccc(F)cc2)c2cc(Br)ccc21 (configuration not stated)

One compound at a time, as listed above. Screens in order: mABHD4 FP, DDE Tn7 FP inh, HTRA1 inhibitor, TCR CD3 inh, LEDGF integ inh, TDP2 absorb, UHRF1 MBD2 ctr, SIAE primary, PRMT1 inh, PG9 Ab binder
`CC(C)c1ccc(CC(=O)N2CCC2(C)C(=O)NS(=O)(=O)c2ccc(F)cc2F)cc1` (configuration not stated) in the list: 2, -2, x, 5, 2, 1, 3, -7, -1, 0.2
`CCCCC[C@@H](C)N1C[C@@H](COCc2ccccc2)Oc2cc(N3CCC[C@@H]3COC)ccc2S1(=O)=O` in the list: -4, -10, x, -1, 1, 5, -4, 9, -2, -2.2
`CCCCNC(=S)Nc1ccccc1Cc1ccccc1` in the list: -4, 0, 1, 0, -1, -2, 1, 7, -2, 1.3
`CCOC(=O)c1c(C)oc(NC(=O)COc2ccc(Cl)cc2C)c1C#N` in the list: 11, 1, -14, 2, 1, -3, 0, -8, 0, -1.0

Structures shown so far that have fluorine, in the order listed:
mABHD4 FP	DDE Tn7 FP inh	HTRA1 inhibitor	TCR CD3 inh	LEDGF integ inh	TDP2 absorb	UHRF1 MBD2 ctr	SIAE primary	PRMT1 inh	PG9 Ab binder	SMILES
2	-2	x	5	2	1	3	-7	-1	0.2	CC(C)c1ccc(CC(=O)N2CCC2(C)C(=O)NS(=O)(=O)c2ccc(F)cc2F)cc1 (configuration not stated)
-7	-1	-19	-2	0	2	4	-21	11	0.1	COc1ccc(-c2cc(N)n(S(=O)(=O)c3c(F)c(F)c(F)c(F)c3F)n2)cc1OC
2	7	-7	8	-2	4	0	15	-1	-2.3	CN1C(=O)C(O)(CC(=O)c2ccc(F)cc2)c2cc(Br)ccc21 (configuration not stated)

(next part)
mABHD4 FP	DDE Tn7 FP inh	HTRA1 inhibitor	TCR CD3 inh	LEDGF integ inh	TDP2 absorb	UHRF1 MBD2 ctr	SIAE primary	PRMT1 inh	PG9 Ab binder	SMILES
6	-3	-16	8	3	-6	1	5	-4	1.1	CC1CC(C)CN(C(=O)C(C)N(C)CC(=O)Nc2ccc(Cl)cc2)C1 (configuration not stated)
10	-2	6	-3	0	2	3	-2	-1	-1.5	CC(C)NCc1cccc([N+](=O)[O-])c1
-4	3	2	-9	8	-13	22*	-2	0	0.4	CCN(C[C@H]1N[C@@](C)(C(=O)OC)[C@H]2C(=O)N(C)C(=O)[C@@H]12)S(=O)(=O)c1ccc(C(F)(F)F)cc1
-6	3	2	1	-1	2	-1	-2	-1	1.5	CCOC(=O)CSc1nnc([C@H](C)NC(=O)OC(C)(C)C)o1
1	8	4	0	1	13	-1	-4	-1	1.0	O=C(O)CCSCc1ccccc1F
3	3	11	-4	6	-5	0	9	0	1.3	Cc1sc2ncn(CC(=O)NCc3ccccn3)c(=O)c2c1S(=O)(=O)N1CCOCC1
-6	2	-7	-4	3	9	0	-5	0	0.4	Cc1cc(C(C)(C)C)cc(S(=O)(=O)Nc2ccc(C(=O)O)cc2)c1C
7	3	1	2	1	2	0	9	-3	-2.6	Cc1cc([N+](=O)[O-])c2[nH]c(C(=O)N/N=C/c3ccccc3C(=O)O)c(-c3ccccc3)c2c1
3	0	-4	-9	2	-8	-2	4	6	-1.5	O=[N+]([O-])/C=C\c1ccc(N2CCOCC2)cc1
1	0	2	-5	-3	4	0	3	-1	-1.8	C[C@@H](CN1CCC(Cc2ccccc2)CC1)[C@@H](O)c1ccc(O)cc1
-1	2	4	0	-1	0	-1	12	-3	-1.3	CCCc1nnc(NC(=O)C2CCCO2)s1 (configuration not stated)
8	-6	-8	6	-3	3	-4	-1	5	2.8	CC1CC(C)CN(CCCNC(=O)c2cc3c(s2)-c2ccccc2OC3)C1 (configuration not stated)
-4	2	-8	9	1	4	-2	7	-3	-0.5	CC(C)(C)c1ccccc1NC(=S)NC1CCCC1
3	-4	7	2	0	11	-3	-5	-1	-0.6	Cc1ccc(NCN2C(=O)C3CC=CCC3C2=O)cc1 (configuration not stated)
-7	-3	-17	1	-1	-4	-2	3	-4	-2.4	CCOC(=O)c1ccc2[nH]c3c(c2c1)CCCC3
-2	-1	2	-2	-4	-10	1	7	2	-2.4	CSCCC(NC(C)=O)C(=O)Oc1ccc2c3c(c(=O)oc2c1)CCCC3 (configuration not stated)
3	5	-1	-4	0	24	1	1	4	-0.6	O=C(O)c1sccc1S(=O)(=O)N1CCN(c2ccc(C(F)(F)F)cn2)CC1
2	1	x	x	-3	2	0	2	0	x	C[C@H]1COc2cc(Br)ccc2S(=O)(=O)N1Cc1cn(Cc2ccc(F)cc2)nn1
4	-2	-2	4	-2	14	-1	2	1	-1.1	CCOC(=O)CSc1nnc(-c2ccc(S(=O)(=O)N3CCOCC3)cc2)n1-c1ccccc1
-9	0	7	2	-2	-10	5	1	5	0.8	Cn1c(=O)c2c(SCC(=O)Nc3ccccc3F)nc(C3CC3)nc2n(C)c1=O
5	2	-2	-3	2	12	-2	-6	3	-2.0	CNCC(=O)O
-2	-5	8	4	-4	3	-2	1	0	-0.5	CC1CCCCC1NC(=O)COC(=O)COc1ccc(Cl)cc1 (configuration not stated)
-8	0	4	7	3	-13	2	-11	-6	0.5	O=C(NNC(=O)c1ccc(F)cc1)c1ccncc1
6	3	-1	-3	-1	5	2	-4	1	1.6	O=c1c(Cc2ccccc2)c(O)nc2n1CCS2
-4	-1	0	11	2	-16	-4	7	-8	1.2	COc1ccc(N2C(=O)C3CCCN3C2c2ccc(C)o2)cc1 (configuration not stated)
0	10	7	3	0	-11	-2	4	2	-0.3	c1ccc2c(c1)CCN(c1ncnc3nc[nH]c13)C2
6	-4	7	6	2	-3	1	-3	-3	-2.0	CC(C)(ONC(=O)Nc1ccccc1Cl)C(=O)O
-5	2	-10	-7	5	3	-1	-4	2	2.2	O=C(Nc1ncc2c(n1)-c1ccccc1CC2)c1ccc(F)cc1
2	0	6	-3	3	2	-3	9	-5	-0.9	CS(=O)(=O)N1CCCC(C(=O)N2CCc3ccccc3C2)C1 (configuration not stated)
-6	5	1	-4	-3	0	-2	-1	2	0.4	COc1ccccc1CCNC(=O)c1cnn2c(C(F)F)cc(C)nc12
